GAA spleen mod = inhibits or activates alpha-glucosidase in human spleen homogenate; human spleen homogenate, 4-MU-alpha-glucoside fluorescence; Potency, µM (top dose mostly 79.9 µM), inactives show at the top dose activity change, negative = inhibition, usual class: inhibitors; 0.006% of 240,000 active;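 note: 0% = enzyme with vehicle and -100% = no enzyme basal signal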
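Human spleen homogenate (1 ug) incubated with compounds and 1 mM 4-methylumbelliferyl-alpha-D-glucopyranoside in pH 5.0 citrate/phosphate buffer, 37 C, 40 min. Stopped at pH 10; 4-MU fluorescence (Ex 365/Em 440 nm); AC50 by Hill fit.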
GAA inh = inhibitors of human lysosomal alpha-glucosidase; Potency, µM (series often up to 76.9 µM), without a hit: at the top dose activity change, negative = inhibition, usual class: inhibitors; purified human GAA, 4-MU-alpha-glucoside fluorescence; 0.005% of 200,000 active; AID 1466; P10253;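 note: plate controls were uninhibited enzyme wells for no effect and no-enzyme background for full effect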
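Fluorogenic assay: 4 nM human alpha-glucosidase with 400 uM 4-methylumbelliferyl-alpha-D-pyranoside in 50 mM citrate/phosphate, 0.005% Tween-20, pH 5.0, 20 min at room temperature. Compounds tested up to 77 uM; AC50 from Hill fits.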
HTT cytoprotect = protects HTT-Q103 PC12 cells, measured by ATP; 0.14% of 230,000 active; PC12 HTT-Q103 induced, cytoprotection, ATP luminescence, 40 h; Potency, µM (titrated, usually from 56.4 µM), without a hit: cytoprotection (ATP increase), usual class: activators; AID 1471;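 note: % of control where 0% means no effect; nearly all actives have a fitted effect of over 45% in size; toxic huntingtin expression switched on by the ecdysone agonist tebufenozide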
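PC12 cells with ecdysone-inducible HTT exon 1 Q103-GFP, induced with 100 nM tebufenozide and co-treated with library compounds in a dose series (1536-well, 1500 cells/well). Cytoprotection read as ATP content by ATPlite luminescence.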
Tau fluor cs = counter-screen for tau fibril formation inhibitors; tau K18 P301L Alexa594 fluorescence, heparin fibrillization; Potency, µM (doses to about 57.7 µM), inactives show at the top dose activity change, negative = decrease; 0.93% of 280,000 active; note: % is set by controls: 0 for no effect and ±100 for the full control effect; nearly all actives have a fitted effect of over 55% in size
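Human K18 P301L tau (15 uM unlabeled plus 0.24 uM Alexa 594-labeled, final) in 100 mM sodium acetate pH 7 was mixed with compound and 20 uM heparin and incubated 6 hr at 37 C.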
GAA glycogen = alters human alpha-glucosidase cleavage of glycogen | Potency, µM (highest dose often 76.4 µM), without a hit: at the top dose activity change, negative = inhibition, actives largely listed as inhibitors | P10253 | recombinant GAA, glycogen substrate, Amplex Red glucose oxidase fluorescence | 0.38% of 300,000 active;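 note: 0% = full enzyme reaction and -100% = no-enzyme basal signal; the screen sought inhibitors and activators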
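Recombinant human enzyme (4 nM); glycogen substrate; 37 C, 40 min, pH 5.0. Readout: coupled glucose oxidase/Amplex Red fluorescence.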
Tau fibril FP = blocks human tau fibril formation measured by polarization | P10636 | Potency, µM (doses to about 57.7 µM), for inactives: at the highest dose activity, negative = inhibition, hits mostly inhibitors | K18 P301L tau heparin fibrillization, Alexa594 FP, 6 h | 0.39% of 280,000 active; note: % is set by controls: 0 for no effect and ±100 for the full control effect; nearly all actives have a fitted effect of over 55% in size
Target sequence (P10636 561-689 P618L limits assumed): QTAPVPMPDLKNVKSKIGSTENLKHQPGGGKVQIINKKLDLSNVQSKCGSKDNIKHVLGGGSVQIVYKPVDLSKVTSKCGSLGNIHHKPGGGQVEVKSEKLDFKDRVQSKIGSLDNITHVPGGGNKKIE
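Heparin (20 uM) drove fibril formation of recombinant tau K18 P301L, 15 uM unlabeled with 0.24 uM Alexa 594 label, for 6 hr at 37 C in 100 mM sodium acetate pH 7. Fluorescence polarization (555/632 nm) read 1 hr after 30 uM ThT.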
aGal spleen mod = inhibits or activates alpha-galactosidase in human spleen homogenate | human spleen homogenate, 4MU-alpha-Gal fluorescence, 40 min | P06280 | AID 2107 | 0.008% of 240,000 active | Potency, µM (doses to about 80 µM), for the others: at the highest dose activity change, negative = inhibition, usual class: inhibitors;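 note: 0% = enzyme with vehicle and -100% = no enzyme basal signal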
Target sequence (P06280 32-429 limits assumed): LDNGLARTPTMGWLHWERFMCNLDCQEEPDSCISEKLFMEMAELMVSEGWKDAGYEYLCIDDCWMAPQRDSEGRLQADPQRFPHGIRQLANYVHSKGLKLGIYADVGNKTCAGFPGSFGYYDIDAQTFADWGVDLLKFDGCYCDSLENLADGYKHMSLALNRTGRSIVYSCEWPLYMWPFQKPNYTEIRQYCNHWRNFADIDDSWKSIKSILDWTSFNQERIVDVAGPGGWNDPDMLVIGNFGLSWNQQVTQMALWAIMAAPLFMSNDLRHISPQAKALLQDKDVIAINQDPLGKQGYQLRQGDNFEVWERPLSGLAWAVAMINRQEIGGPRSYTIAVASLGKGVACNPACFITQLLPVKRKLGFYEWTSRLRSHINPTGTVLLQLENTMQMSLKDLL
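Human spleen homogenate (1 ug) as enzyme source, 4-methylumbelliferyl-alpha-D-galactopyranoside 1 mM final, citrate/phosphate pH 5.0 with 0.01% Tween-20. Compounds 40 min at 37C, NaOH/glycine stop; fluorescence Ex 365/Em 440, Hill-fit AC50.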
Tau fibril ThT = tau fibrillization inhibition (ThT binding); recombinant tau K18 P301L (four-repeat tau fragment), heparin-induced fibrillization, ThT fluorescence; Potency, µM (titrated, usually from 57.4 µM), for the others: at the highest dose activity, negative = inhibition, most hits filed as inhibitors; 2.1% of 270,000 active; AID 1460; note: % is set by controls: 0 for no effect and ±100 for the full control effect; nearly all actives have a fitted effect of over 55% in size
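K18 P301L tau (15 uM + 0.24 uM Alexa 594-tagged), heparin 20 uM, NaOAc pH 7, 6 h 37 C; ThT 30 uM, 1 h RT, ex 450/em 510 nm.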
Active calls of the source: *; ? = inconclusive; nt = not tested or not shown; & = joins results of further samples; [ ] = another dose, or the depositor's remark. Calls come from the whole dose curve; as a rule, active = well fitted curve in the direction sought with a large enough effect; inconclusive = small, poorly fitted or top-dose-only effect, or another doubt; inactive = no such curve, though single readings can be large; an effect the other way counts as inactive or inconclusive. Potency is the fitted concentration of half-maximal effect.

1. CCOc1ccc2oc(=O)cc(CN3CCN(Cc4ccc(C)cc4)CC3)c2c1
2. COc1ccc(-c2csc(Nc3ccc(C)cn3)n2)cc1
3. CCOC(=O)c1[nH]c2ccc(Cl)cc2c1NC(=O)c1nonc1C
4. CCOC(=O)c1ccccc1NC(=O)COc1cc(=O)n(CC)c2ccccc12
5. COc1cc(S(=O)(=O)Nc2cccc(C)c2)ccc1N=Cc1c(C)[nH]n(-c2ccccc2)c1=O
6. COc1ccc(C(=O)NCC(=O)OCC(=O)NCCC2=CCCCC2)cc1

screen / no.	1	2	3	4	5	6
Tau fibril FP	4.6%	-3.2%[2.34 µM]	-4.3%	8.7%&-8.0%	1.2%	3.2%
GAA glycogen	-10.6%[76.3 µM]	10.6%	-5.6%	-10.4%[76.3 µM]	-14.6%	4.9%
Tau fibril ThT	-12.3%	-6.3%	-3.7%	-5.9%&-12.8%	-1.3%	0.9%
Tau fluor cs	-11.3%	-3.7%	-6.4%	8.9%&-0.9%	3.1%	-5.6%
aGal spleen mod	nt	4.1%	5.5%	12.0%	-3.7%	3.2%
HTT cytoprotect	nt	16.5%[10 µM]	19.3%	?	-16.3%[10 µM]	-8.8%
GAA inh	nt	?	?	2.1%	-11.6%	6.3%
GAA spleen mod	nt	1.6%	2.0%	1.4%	-11.4%	3.7%

7. CCCCn1c(C)nc2c(=O)n(C)c(=O)[nH]c21
8. Cc1onc(C(=O)NCc2ccccn2)c1[N+](=O)[O-]
9. O=C(CSc1nc(-c2ccccc2)ns1)N1CCOCC1
10. COC(=O)c1cc(Cl)c(NC(=O)/C=C/c2ccc(OC)cc2)cc1OC
11. O=C(c1ccccc1)N1CCN=C1SCc1ccc([N+](=O)[O-])cc1
12. COc1cc(OC)cc(C(=O)NCc2cccnc2)c1

screen / no.	7	8	9	10	11	12
Tau fibril FP	3.2%	6.5%	0.3%	1.0%	2.4%	1.5%
GAA glycogen	-0.2%	1.3%	5.1%	-5.4%	-7.6%	6.9%
Tau fibril ThT	0.5%	-10.1%	-6.0%	-7.8%	-14.1%	7.1%
Tau fluor cs	3.3%	-4.3%	-14.8%	2.7%	-13.0%	11.7%
aGal spleen mod	-1.7%	-4.1%	0.0%	10.0%	-1.3%	-4.6%
HTT cytoprotect	12.0%	-9.2%	-5.4%[10 µM]	14.5%[10 µM]	35.4%[10 µM]	-3.9%
GAA inh	10.6%	-6.4%	4.0%	12.0%	-2.3%	-0.3%
GAA spleen mod	-5.5%	-4.0%	-2.5%	-10.2%	-0.7%	5.8%

13. CCNC(=O)N1CCNC(=O)C1CC(=O)Nc1ccc(C(=O)OCC)cc1 (stereo not drawn)
14. CCN(CC)S(=O)(=O)c1cc(NC(=O)Cc2n[nH]c(=O)c3ccccc23)ccc1C
15. C=CCN1C=C/C(=C\C=C(C#N)C#N)c2ccccc21
16. CCN1CCN(c2nc(Nc3ccc(C)c(C)c3)nc(N)c2[N+](=O)[O-])CC1
17. CCC(CO)NCc1sccc1C (stereo not drawn)
18. Cc1ccccc1C(=O)NC(CC(C)C)C(=O)Nc1ccc(S(N)(=O)=O)cc1 (stereo not drawn)

screen / no.	13	14	15	16	17	18
Tau fibril FP	3.2%	-3.2%	6.0%	?	4.2%	9.9%
GAA glycogen	6.5%	2.4%	4.3%	3.9%	-6.0%	-10.4%
Tau fibril ThT	3.2%	1.9%	?	?	-12.8%	15.4%
Tau fluor cs	4.7%	-23.7%	-1.3%	-1.7%	7.9%[2.34 µM]	6.3%
aGal spleen mod	-21.1%	0.5%	1.5%	-3.9%	2.5%	2.6%
HTT cytoprotect	-22.7%	-2.4%[10 µM]	0.7%[10 µM]	nt	2.5%[10 µM]	-4.9%[10 µM]
GAA inh	-4.2%	nt	0.6%	-11.9%	?	1.8%
GAA spleen mod	-4.2%	3.7%	-6.4%	-16.8%	1.7%	-4.7%

19. NC(=O)Cn1nc([N+](=O)[O-])nc1Oc1ccccc1F
20. Cc1ccc(-c2c3c(=O)n(C)c(=O)n(C)c3c3c(-c4cccc(C)c4)nc4ccccc4n23)cc1
21. O=S(=O)(Nc1cccc(-c2nnco2)c1)c1ccc(F)cc1F
22. CCOc1ccc(CCNC(=O)CN2C(=O)COc3ccc(S(=O)(=O)N4CCC(C)CC4)cc32)cc1
23. CC1SC(c2ccccc2)N(CC(O)c2ccc([N+](=O)[O-])cc2)C1=O (stereo not drawn)
24. CN(CC(=O)Nc1ccccn1)S(=O)(=O)c1ccc(Cl)cc1

screen / no.	19	20	21	22	23	24
Tau fibril FP	0.5%	0.0%	-3.4%	-3.5%	-8.1%	-0.5%
GAA glycogen	1.6%	-14.5%[76.3 µM]	5.1%	-2.3%[76.3 µM]	3.6%	4.5%
Tau fibril ThT	-1.0%	-2.1%	0.3%	-13.0%	-7.3%	-0.8%
Tau fluor cs	0.1%	1.6%	-10.0%	-28.3%	-16.1%	1.5%
aGal spleen mod	0.0%	nt	5.9%	nt	-5.6%	2.7%
HTT cytoprotect	-18.6%	nt	-14.8%[10 µM]	nt	-27.7%	0.9%[1.9 µM]
GAA inh	-6.6%	nt	-1.9%	nt	-15.0%	5.0%
GAA spleen mod	nt	nt	6.2%	nt	-0.5%	2.6%

25. C=CCC(NCc1ccccc1)c1ccco1 (stereo not drawn)
26. CCS(=O)(=O)n1nc(-c2ccc(C)cc2)nc1N
27. CCC(=O)N1CCc2cc(S(=O)(=O)NC(C(=O)Nc3cc(OC)cc(OC)c3)C(C)C)ccc21 (stereo not drawn)
28. C/C(=N/O)c1cc(C(C)(C)C)c(O)c(C(C)(C)C)c1
29. COC(=O)c1ccccc1NC(NC(=O)c1ccco1)C(=O)c1ccc(C)cc1 (stereo not drawn)
30. C[C@H]1C[C@H]2[C@@H]3CCC4=CC(=O)C=C[C@]4(C)[C@@]3(Cl)[C@@H](O)C[C@]2(C)[C@@]1(O)C(=O)CO

screen / no.	25	26	27	28	29	30
Tau fibril FP	0.6%	3.6%	-5.3%	-5.5%	-11.1%	3.6%
GAA glycogen	10.0%	1.3%	-4.5%[76.3 µM]	-20.1%	9.6%	5.0%
Tau fibril ThT	3.0%	-4.7%	-4.0%	-6.4%	2.4%	-3.0%
Tau fluor cs	2.8%	1.8%	-16.1%	-17.0%	-3.6%	3.9%
aGal spleen mod	-0.3%	4.9%	nt	-9.9%	5.5%	8.7%
HTT cytoprotect	-27.3%	-9.5%[0.074 µM]	nt	-39.2%[inhibitor]	1.7%	-3.3%
GAA inh	-2.6%	0.4%	nt	-0.8%	-4.7%	?
GAA spleen mod	-5.3%	4.4%	nt	-12.1%	-4.9%	3.4%

Individual results from the results shown:
`CCC(=O)N1CCc2cc(S(=O)(=O)NC(C(=O)Nc3cc(OC)cc(OC)c3)C(C)C)ccc21` (stereo not drawn) in Tau fibril ThT: -4.0%
`C/C(=N/O)c1cc(C(C)(C)C)c(O)c(C(C)(C)C)c1` in Tau fibril FP: -5.5%
`C=CCC(NCc1ccccc1)c1ccco1` (stereo not drawn) in Tau fluor cs: 2.8%

Further structures:
31. CCOC(=O)CSc1nc(C2CC2)nc2ccccc12
32. CSc1nnc(-c2ccccc2Cl)o1
33. Cc1ccc(-n2nc(-c3cccnc3)cc2C(=O)N2CCOCC2)c(C)c1
34. Cc1cccc(CNC(=O)CCCN2C(=O)c3cccnc3Oc3ccccc32)c1
35. Cc1ccc2c(c1)CCCN2C(=O)C1CCCO1 (stereo not drawn)
36. CC(C)(C)NC(=O)C(OC(=O)c1cccs1)c1ccc(F)cc1 (stereo not drawn)

screen / no.	31	32	33	34	35	36
Tau fibril FP	-3.0%	3.7%	-3.8%	-5.0%	-3.4%	-3.2%
GAA glycogen	5.9%	11.0%	-0.9%	12.9%[76.3 µM]	-0.6%	-6.2%
Tau fibril ThT	-2.7%	-6.8%	-16.1%	-5.6%	0.4%	-0.9%
Tau fluor cs	-0.9%	-0.9%	-12.7%	-8.6%	3.4%	0.0%
aGal spleen mod	1.1%	0.5%	-2.0%	nt	7.1%	-5.1%
HTT cytoprotect	-0.6%	-3.2%	-13.1%[10 µM]	nt	28.1%[0.074 µM]	-25.8%
GAA inh	-14.5%	-10.2%	-5.0%	nt	4.6%	1.3%
GAA spleen mod	4.3%	5.9%	0.5%	nt	2.6%	0.3%

37. O=C(COc1nncc2ccccc12)NCCC1=CCCCC1
38. CCCCNc1nc2c(S(=O)(=O)c3ccccc3)nnn2c2ccccc12
39. CCOc1cc2[nH]c(=S)n(CCC(=O)N3CCc4ccccc4C3)c(=O)c2cc1OCC
40. CC(CC(=O)Nc1ccc2c(c1)OCCO2)c1ccccc1 (stereo not drawn)
41. O=C(COC(=O)CCC(=O)c1cccs1)NC(=O)c1ccc(OC(F)F)cc1
42. Cc1c(C(=O)NC2CCCc3ccccc32)oc2ccc(S(=O)(=O)N3CCCCC3)cc12 (stereo not drawn)
43. CCCCOCP(=O)(CC)COCCCC

screen / no.	37	38	39	40	41	42	43
Tau fibril FP	6.2%	-6.2%	-2.7%	2.2%	-3.1%	4.0%	7.9%
GAA glycogen	3.1%	4.2%	13.2%	6.9%	0.7%	-3.9%	4.1%
Tau fibril ThT	4.2%	7.1%	-3.7%	-7.9%	?	1.6%	8.7%
Tau fluor cs	-2.1%	7.4%	0.1%	-6.3%	-9.2%	10.7%	1.9%
aGal spleen mod	6.4%	7.5%	-6.5%	5.3%	1.2%	-1.6%	-3.9%
HTT cytoprotect	-16.4%[10 µM]	-10.3%	7.8%	3.4%[10 µM]	-38.8%[inhibitor]	nt	0.6%
GAA inh	-5.3%	-1.3%	-5.1%	-10.6%	12.6%	1.1%	-1.7%
GAA spleen mod	4.9%	2.9%	-9.9%	0.1%	7.8%	-0.6%	-1.6%
